ASAP1 GAP inh: ASAP1 ArfGAP inhibition. Q9ULH1. ASAP1-stimulated ARF1 GTP hydrolysis, GDP FP detection. inhibition, % at 16.5 µM. 360,000 compounds, 0.19% hits. AID 624377; in the data active means inhibition above about 25%;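 further: 0% = vehicle with enzyme and substrate and 100% = no enzyme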
proKLK7 act: activates the human kallikrein-7 zymogen | 370,000 compounds, 0.9% hits | activation, % at 7 µM | P49862 | purified proKLK7, EDANS-DABCYL substrate fluorescence; 100% is mature enzyme control, 0% vehicle;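 active means activation above the mean of all tested compounds plus 3 SD, computed per campaign excluding outliers beyond control limits, cut at about 13% in these data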
Target sequence (P49862 whole entry, looked up): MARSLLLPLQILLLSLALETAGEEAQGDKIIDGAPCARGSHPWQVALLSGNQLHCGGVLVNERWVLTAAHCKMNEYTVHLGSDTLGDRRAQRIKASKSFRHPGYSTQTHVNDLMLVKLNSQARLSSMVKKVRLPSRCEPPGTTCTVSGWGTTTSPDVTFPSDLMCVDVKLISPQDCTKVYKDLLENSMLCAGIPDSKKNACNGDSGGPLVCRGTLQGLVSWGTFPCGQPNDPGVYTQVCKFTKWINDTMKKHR
Tn7 DDE FP: inhibitors of Tn7 peptide binding to human fibrin DD(E); FP displacement of FITC-Tn7 peptide from fibrin DD(E); 0% = median of compound wells per plate; AID 720508; inhibition, % at 8.3 µM; 370,000 compounds, 0.13% hits;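 active means inhibition above the mean of compounds falling within the control limits plus 3 SD of them, cut at about 14% in these data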;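 further: 0% = plate median of compound wells and 100% = 10 µM Aha-Tn7 peptide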
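Assay system: human fibrin DD(E) protein / Input: 2 µM fibrin DD(E) / Benchmarks: high control of 10 µM Aha-Tn7 peptide / Measured by: fluorescence polarization of the labelled Tn7 tracer / Medium: Tris buffer with calcium and detergent, pH 7.8 / Timing: 10 min compound pre-incubation, 3 h probe incubation at room temperature / Repeats: one replicate per compound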
HGIII-sPLA2 inh: Inhibits HGIII-sPLA2 liposome hydrolysis, primary screen; QFRET BODIPY PC-A2 liposome hydrolysis, fluorescence; Q9NZ20; 370,000 compounds, 0.56% hits; inhibition, % at 12.2 µM;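 active means inhibition above mean plus 3 SD of compounds lying within the high and low control bounds, cut at about 19% in these data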;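 further: 0% = median of test compound wells and 100% = no enzyme DMSO wells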
PLCg1 inh: blocks human PLC-gamma1 enzyme activity; P19174; purified PLC-gamma1, fluorogenic substrate, fluorescence; inhibition, % at 12.2 µM; 370,000 compounds, 0.84% hits; AID 720700; in the data active means inhibition above about 9.5%
Rev-erbA mod: Rev-erb alpha (human) modulation. Rev-erbα–FITC-DNA binding, fluorescence polarization, 90 min. 370,000 compounds, 0.79% hits. activity, % at 10 µM;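 active means activity above about 14%, limit read from the data; passing the limit was not always enough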;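 further: 0% = DMSO wells with 35 nM protein and 100% = DMSO wells with 750 nM protein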
Target sequence (P20393 whole entry, looked up): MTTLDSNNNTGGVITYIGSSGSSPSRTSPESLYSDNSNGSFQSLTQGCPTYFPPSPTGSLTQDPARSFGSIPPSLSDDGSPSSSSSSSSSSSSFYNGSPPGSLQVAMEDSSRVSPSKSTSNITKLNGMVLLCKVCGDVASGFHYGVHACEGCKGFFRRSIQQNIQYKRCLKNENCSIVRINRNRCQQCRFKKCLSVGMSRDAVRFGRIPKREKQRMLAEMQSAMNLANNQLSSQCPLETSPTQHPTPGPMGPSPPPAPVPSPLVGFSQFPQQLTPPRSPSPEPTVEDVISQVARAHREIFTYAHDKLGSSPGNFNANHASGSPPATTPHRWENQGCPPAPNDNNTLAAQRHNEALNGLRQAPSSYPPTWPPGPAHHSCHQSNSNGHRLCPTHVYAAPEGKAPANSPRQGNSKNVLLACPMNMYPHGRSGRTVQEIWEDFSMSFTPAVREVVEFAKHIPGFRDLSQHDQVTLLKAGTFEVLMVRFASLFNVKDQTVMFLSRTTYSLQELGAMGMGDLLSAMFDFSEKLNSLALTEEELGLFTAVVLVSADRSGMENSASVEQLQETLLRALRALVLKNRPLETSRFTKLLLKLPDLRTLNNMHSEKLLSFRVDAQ
PLC-beta3 inh: PLC-beta3 (human) inhibition, primary screen | Q01970 | Purified PLC-beta3, fluorogenic substrate, fluorescence | inhibition, % at 12.2 µM | 370,000 compounds, 0.18% hits | AID 720704; in the data active means inhibition above about 11%;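 further: 0% = median of compound wells on plate and 100% = full blocker control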
UHRF1 binding: blocks human UHRF1 binding to methylated DNA | UHRF1 binding to methylated oligo, TR-FRET | 370,000 compounds, 0.75% hits | inhibition, % at 4.4 µM | Q96T88; in the data active means inhibition above about 21%;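 further: UHRF1 SRA domain binding a hemimethylated CpG hairpin DNA probe; 0% = median of test compound wells and 100% = reference inhibitor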
ARFGAP1 inhibitor: rat ARFGAP1 inhibition; Q62848; Arfgap1-stimulated ARF1 GTP hydrolysis, GDP FP detection; inhibition, % at 16.5 µM; 360,000 compounds, 0.26% hits; AID 651572;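 active means inhibition above a per-plate limit, mean inhibition of low control wells plus 3 SD, cut at about 25% in these data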;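 further: 0% = DMSO wells with enzyme and 100% = wells lacking Arfgap1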
Target sequence (Q62848 1-136 limits assumed): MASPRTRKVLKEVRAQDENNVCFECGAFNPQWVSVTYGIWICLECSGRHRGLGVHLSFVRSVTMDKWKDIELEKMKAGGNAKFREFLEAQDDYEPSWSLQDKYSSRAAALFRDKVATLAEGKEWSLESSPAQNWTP
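material = rat Arfgap1 catalytic domain, aa 1-136 | also added = human ARF1(Δ1-17)-GTP substrate | compound dosing = one concentration, 16.5 µM, DMSO 1.26% | times = GTP hydrolysis reaction 2 h at 25 °C | measured by = FP, GDP Alexa 633 tracer displaced from anti-GDP antibody, 620/688 nm | evaluation = percent inhibition of Arfgap1-stimulated GTP hydrolysis | replication = single well per compound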
DDE Tn6 FP inh: inhibitors of Tn6 peptide binding to human fibrin DD(E); Fibrin DD(E) TRITC-Tn6 fluorescence polarization displacement; 370,000 compounds, 0.21% hits; AID 720509; inhibition, % at 8.3 µM; P02675;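 active means inhibition above a per-campaign cutoff: mean of compounds within control limits plus 3 SD, cut at about 15% in these data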;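 further: 0% = median of all compound wells on the plate and 100% = blocking peptide control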
Active calls of the source: *; . = not tested or not shown.

1	CC(=O)Nc1ccc(NC(=S)NC(=O)C2CC2)cc1
2	COc1ccc(C(=O)CCc2ccc(OC)c(OC)c2)cc1
3	O=C(NCc1ccncc1)C1CCCN1S(=O)(=O)c1ccc(Cl)cc1 (centres undefined)
4	COC(=O)Nc1nc(-c2ccc(F)cc2)c(C)s1
5	CC(=O)c1ccc(OCC(=O)NC2CCCCCC2)cc1

Assay by compound	1	2	3	4	5
ASAP1 GAP inh	-1	12	-8	-7	-5
proKLK7 act	-0.3	-0.3	0.4	-0.3	-1.0
Tn7 DDE FP	1	-10	-1	-4	-1
HGIII-sPLA2 inh	-3	8	5	-2	-6
PLCg1 inh	3	9	-4	-1	5
Rev-erbA mod	-3	-6	2	-5	-2
PLC-beta3 inh	-6	3	-5	-3	-1
UHRF1 binding	2	4	0	-2	2
ARFGAP1 inhibitor	-2	-4	-17	7	6
DDE Tn6 FP inh	1	-4	3	1	7

Sorted by molar mass (rising): part of the list above
4	COC(=O)Nc1nc(-c2ccc(F)cc2)c(C)s1
1	CC(=O)Nc1ccc(NC(=S)NC(=O)C2CC2)cc1
5	CC(=O)c1ccc(OCC(=O)NC2CCCCCC2)cc1
3	O=C(NCc1ccncc1)C1CCCN1S(=O)(=O)c1ccc(Cl)cc1 (centres undefined)

Assay by compound	4	1	5	3
ASAP1 GAP inh	-7	-1	-5	-8
proKLK7 act	-0.3	-0.3	-1.0	0.4
Tn7 DDE FP	-4	1	-1	-1
HGIII-sPLA2 inh	-2	-3	-6	5
PLCg1 inh	-1	3	5	-4
Rev-erbA mod	-5	-3	-2	2
PLC-beta3 inh	-3	-6	-1	-5
UHRF1 binding	-2	2	2	0
ARFGAP1 inhibitor	7	-2	6	-17
DDE Tn6 FP inh	1	1	7	3

Going on with the list.
6	Cc1cc(C(=O)CSc2nnc(C3CC3)n2C2CC2)c(C)n1C(C)C
7	O=C(CSc1nc2ccccc2c(=O)n1-c1ccccc1)N1CCCc2ccccc21
8	COC(=O)c1nn(-c2cccc(Cl)c2)cc(OC)c1=O
9	CCOc1ccc(-c2cc(C(=O)OC)nc3c2c(=O)n(C)c(=O)n3C)cc1
10	Cc1csc(NC(=O)c2ccc(S(C)(=O)=O)cc2)n1

Assay by compound	6	7	8	9	10
ASAP1 GAP inh	-10	-2	-6	4	5
proKLK7 act	0.7	-0.4	0.3	6.1	-0.2
Tn7 DDE FP	5	4	1	-7	-6
HGIII-sPLA2 inh	9	0	4	4	1
PLCg1 inh	1	4	4	-246	-3
Rev-erbA mod	2	2	0	39*	0
PLC-beta3 inh	-8	6	0	-344	-7
UHRF1 binding	-2	0	1	15	-4
ARFGAP1 inhibitor	-7	-7	-4	11	10
DDE Tn6 FP inh	-3	4	-4	1	-8

11	CCc1oc(C(=O)O)cc1CN(CC)CC
12	COc1ccc(C2SCC(=O)N2c2ccc(F)cc2)cc1 (centres undefined)
13	Cc1nn(-c2ccccc2)c(Cl)c1C1C(C#N)=C(N)Oc2c1c(C)nn2-c1ccccc1 (centres undefined)
14	Cc1nnc(NC(=O)c2cccc(S(=O)(=O)N(C)c3cccc(Cl)c3)c2)s1
15	CC(C)OP(=O)(OC(C)C)C(Nc1ccccc1)c1ccc2c(c1)OCO2 (centres undefined)

Assay by compound	11	12	13	14	15
ASAP1 GAP inh	-6	11	-2	1	10
proKLK7 act	-0.4	0.1	0.1	-0.3	0.1
Tn7 DDE FP	-6	-8	-4	5	11
HGIII-sPLA2 inh	3	1	-6	-7	8
PLCg1 inh	-1	1	-1	-7	2
Rev-erbA mod	-6	3	0	2	0
PLC-beta3 inh	0	-2	1	-19	-1
UHRF1 binding	2	1	9	-2	7
ARFGAP1 inhibitor	-2	-1	8	-2	-3
DDE Tn6 FP inh	-5	2	-4	2	3

16	O=C(CSc1nc2ccccc2c(=O)[nH]1)Nc1ccc(C(=O)O)cc1
17	COc1ccc(C2c3c(ncn(CCCO)c3=N)Oc3ccc4ccccc4c32)cc1 (centres undefined)
18	COc1ccc(S(=O)(=O)NC2CCCC2)cc1Br
19	CN=C(c1ccco1)n1c(=S)nc(-c2ccco2)n(C)c1=S
20	CC(C)CC(OC(=O)c1ccco1)C(=O)NC1CCCC1 (centres undefined)

Assay by compound	16	17	18	19	20
ASAP1 GAP inh	3	1	7	-16	5
proKLK7 act	-1.3	0.5	0.2	-1.2	-0.4
Tn7 DDE FP	-2	0	-7	-1	-4
HGIII-sPLA2 inh	-4	-22	-3	5	-2
PLCg1 inh	1	1	0	-6	0
Rev-erbA mod	3	-8	-5	-2	5
PLC-beta3 inh	-6	-1	-1	-3	-2
UHRF1 binding	0	2	-1	-3	0
ARFGAP1 inhibitor	-8	-7	-2	12	5
DDE Tn6 FP inh	0	-4	-7	0	-10

21	CN(C)/C=C/C(=O)c1ccc(F)cc1
22	C[C@H]1[C@H](NC(=O)c2ccc(C(C)(C)C)cc2)CC[C@@]23CCCN2C(=O)CCC[C@@H]13
23	CC(=O)Nc1ccc(S(=O)(=O)N2CCNC(=O)C2)cc1
24	S=C(N/N=C/c1ccc(Br)cc1)N1CCCCC1
25	CCNC(=S)N/N=C(\C)c1cccc(OC)c1

Assay by compound	21	22	23	24	25
ASAP1 GAP inh	2	.	-8	-5	-5
proKLK7 act	-0.2	.	0.6	-0.5	0.0
Tn7 DDE FP	2	-1	-3	2	-13
HGIII-sPLA2 inh	-6	2	1	3	14
PLCg1 inh	-5	-3	-2	-12	3
Rev-erbA mod	0	2	-5	0	2
PLC-beta3 inh	-4	2	5	-19	-5
UHRF1 binding	6	-2	-2	0	0
ARFGAP1 inhibitor	4	.	-11	5	11
DDE Tn6 FP inh	-7	0	11	9	3

26	CC1(C)Oc2ccc3ccc(=O)oc3c2/C(=C/Nc2ccccn2)C1=O
27	CC(=O)n1cc(N(C(=O)CCl)c2ccc([N+](=O)[O-])cc2)c2ccccc21
28	Cc1ccc(C2(CC(=O)Nc3nccs3)CCOC(C(C)C)C2)cc1 (centres undefined)
29	COc1ccccc1C(=O)OC(C)CN1CCN(C)CC1 (centres undefined)
30	COc1ccc(NC(=O)C2CC(c3ccc(Cl)cc3)=NO2)cc1OC (centres undefined)

Assay by compound	26	27	28	29	30
ASAP1 GAP inh	-6	-5	5	13	-7
proKLK7 act	1.3	-0.3	-0.6	0.3	0.4
Tn7 DDE FP	-1	11	2	-7	3
HGIII-sPLA2 inh	2	-8	5	3	-2
PLCg1 inh	-5	-13	-3	-3	2
Rev-erbA mod	1	-3	2	0	-4
PLC-beta3 inh	-9	-23	0	-6	2
UHRF1 binding	13	-2	-2	-1	1
ARFGAP1 inhibitor	-5	-3	-2	0	-7
DDE Tn6 FP inh	0	-2	-1	-16	5

31	O=C(Nc1ccc2c(c1)CCC2)c1ccc(F)c(S(=O)(=O)N2CCOCC2)c1
32	CCCCn1c(=O)[nH]c(=O)c2c1nc(-c1cccc(OC)c1)n2C
33	C=CCn1c(SCC(=O)N2N=C(c3ccco3)CC2c2ccco2)nnc1-c1ccncc1 (centres undefined)
34	Cc1cc2nc(-c3ccc4c(c3)CCC4)ccn2n1
35	O=C(NCCC1=CCCCC1)C(=O)NCCc1ccc(Cl)cc1

Assay by compound	31	32	33	34	35
ASAP1 GAP inh	9	-1	-12	0	8
proKLK7 act	-0.2	-0.7	-1.0	2.8	-0.2
Tn7 DDE FP	2	-5	4	5	-3
HGIII-sPLA2 inh	-2	-5	0	-6	0
PLCg1 inh	-2	-2	1	-114	-1
Rev-erbA mod	6	-2	0	5	-4
PLC-beta3 inh	-3	0	3	-160	-2
UHRF1 binding	0	1	-2	-3	-3
ARFGAP1 inhibitor	-4	-2	4	-3	1
DDE Tn6 FP inh	2	1	0	3	5

36	O=C1CN(C(=O)NCC(=O)N[C@@H](C(=O)O)c2ccccc2)c2ccccc2N1
37	CCC(C)n1c(=O)c(C(=O)Nc2ccccc2S(N)(=O)=O)c(O)c2ccccc21 (centres undefined)
38	Cc1ccc(Cn2c(C3CCCN3c3nc(C)cs3)nc3cc(C(=O)NCCCO)ccc32)cc1 (centres undefined)
39	O=C(Nc1ccc(F)cc1)Nc1c(-c2ccc(F)cc2)nc2ncccn12
40	COC(=O)Nc1ccc(S(=O)(=O)N(C)C)cc1

Assay by compound	36	37	38	39	40
ASAP1 GAP inh	-2	-7	-3	.	-2
proKLK7 act	0.8	-0.5	-0.1	15*	-0.5
Tn7 DDE FP	-4	-3	4	-3	7
HGIII-sPLA2 inh	1	-10	1	12	3
PLCg1 inh	-4	-2	-1	-42	-1
Rev-erbA mod	-1	54*	0	-6	3
PLC-beta3 inh	-13	-4	-1	-57	3
UHRF1 binding	-1	-4	-3	3	-4
ARFGAP1 inhibitor	11	-2	8	.	-2
DDE Tn6 FP inh	-11	0	2	1	3

41	COc1ccccc1N(CC(O)Cn1c(C)nc2ccccc21)S(=O)(=O)c1ccccc1 (centres undefined)
42	CCOC(=O)N/N=C1\CC(C)S(=O)(=O)c2ccc(Cl)cc21 (centres undefined)
43	N#CC1c2ccccc2C=CN1C(=O)c1ccccc1 (centres undefined)
44	CCCCCNC(=O)c1cccc(S(=O)(=O)N2CC3(C)CC2CC(C)(C)C3)c1 (centres undefined)
45	Cc1cc(C)c2c(CC(=O)O)coc2c1
46	CC(=O)Nc1ccc(SCC(=O)NC(=O)c2ccccc2Br)cc1
47	COc1ccc(NC(=O)C2(c3ccc(NC(=O)c4ccc(OC)cc4)cc3)CCCC2)cc1
48	CC(=O)c1cccc(NC(=O)c2cc(S(=O)(=O)N3CCOCC3)cs2)c1

Assay by compound	41	42	43	44	45	46	47	48
ASAP1 GAP inh	-7	0	0	-2	19	-7	12	-3
proKLK7 act	0.1	-0.6	-0.3	-0.2	-0.2	0.1	0.1	0.6
Tn7 DDE FP	-2	-2	-5	-3	4	7	0	-2
HGIII-sPLA2 inh	-8	4	-5	-18	3	-3	7	-8
PLCg1 inh	3	-1	0	3	-2	0	-5	2
Rev-erbA mod	0	3	1	3	-2	-2	-3	3
PLC-beta3 inh	3	-9	-3	-3	-2	-5	-1	-8
UHRF1 binding	-2	6	-1	-6	-1	1	0	1
ARFGAP1 inhibitor	-11	-15	1	-1	19	-15	-11	8
DDE Tn6 FP inh	3	1	-2	-2	-12	9	8	-15
